GAA850 FXN act: frataxin GAA850 promoter activation; HEK293 lucGAA850 FXN promoter luciferase reporter, 24 h; percent of 10 µM SAHA response; activation, % at 6 µM; actives 0.56% (n = 360,000);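 active = activation above the average of all compounds screened plus 3 SD, cutoff fixed separately per campaign, cut at about 7.5% in these data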;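 also: 0% = DMSO wells and 100% = 10 µM SAHA wells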
NR1D1 modulator: modulates human Rev-erb alpha binding to DNA | Rev-erbα–FITC-DNA binding, fluorescence polarization, 90 min | activity, % at 10 µM | actives 0.79% (n = 370,000) | AID 1259318;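 active = activity above about 14%, limit read from the data; passing the limit was not always enough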;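 also: 0% = DMSO wells with 35 nM protein and 100% = DMSO wells with 750 nM protein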
SMARCA2 act: increases SMARCA2 function in MMTV reporter cells; MG213 cells, MMTV-luciferase reporter, dexamethasone, overnight; activation, % at 9.1 µM; actives 1% (n = 370,000); AID 652017; in the data active = activation above about 7.8%;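 also: 0% = vehicle wells and 100% = reference activator wells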
hcDAF12 agonist: activators of H. contortus DAF-12 nuclear receptor; activation, % at 6.8 µM; AID 652067; actives 1.4% (n = 370,000); HEK293 hcDAF-12 lit1-tk-luc reporter, luminescence; 0% DMSO, 100% Δ7-dafachronic acid;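 active = activation above the mean of all tested compounds plus 3 SD, cut at about 5.5% in these data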;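 also: 100% = response to 3 µM Δ7-dafachronic acid high control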
DAX1 inh-1: inhibitors of DAX1 repression of SF-1 activated StAR promoter | HEK293T StAR-luciferase reporter, SF-1/DAX-1 repression relief | inhibition, % at 6.8 µM | actives 1.1% (n = 370,000) | AID 652010;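 active = inhibition above the mean over all tested compounds plus 3 SD, cut at about 3.6% in these data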;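 also: 0% = DAX-1 cells with DMSO and 100% = cells lacking DAX-1 with DMSO; higher inhibition means more luminescence from relief of DAX-1 repression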
PLCb3 inh: inhibitors of human phospholipase C beta3; Q01970; Purified PLC-beta3, fluorogenic substrate, fluorescence; inhibition, % at 12.2 µM; actives 0.18% (n = 370,000); AID 720704; in the data active = inhibition above about 11%;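 also: 0% = median of compound wells on plate and 100% = full blocker control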
HGIII-sPLA2 inh: Inhibits HGIII-sPLA2 liposome hydrolysis, primary screen. Q9NZ20. QFRET BODIPY PC-A2 liposome hydrolysis, fluorescence. inhibition, % at 12.2 µM. actives 0.56% (n = 370,000). AID 743126;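 active = inhibition above mean plus 3 SD of compounds lying within the high and low control bounds, cut at about 19% in these data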;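 also: 0% = median of test compound wells and 100% = no enzyme DMSO wells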
Target sequence (Q9NZ20 whole entry, looked up): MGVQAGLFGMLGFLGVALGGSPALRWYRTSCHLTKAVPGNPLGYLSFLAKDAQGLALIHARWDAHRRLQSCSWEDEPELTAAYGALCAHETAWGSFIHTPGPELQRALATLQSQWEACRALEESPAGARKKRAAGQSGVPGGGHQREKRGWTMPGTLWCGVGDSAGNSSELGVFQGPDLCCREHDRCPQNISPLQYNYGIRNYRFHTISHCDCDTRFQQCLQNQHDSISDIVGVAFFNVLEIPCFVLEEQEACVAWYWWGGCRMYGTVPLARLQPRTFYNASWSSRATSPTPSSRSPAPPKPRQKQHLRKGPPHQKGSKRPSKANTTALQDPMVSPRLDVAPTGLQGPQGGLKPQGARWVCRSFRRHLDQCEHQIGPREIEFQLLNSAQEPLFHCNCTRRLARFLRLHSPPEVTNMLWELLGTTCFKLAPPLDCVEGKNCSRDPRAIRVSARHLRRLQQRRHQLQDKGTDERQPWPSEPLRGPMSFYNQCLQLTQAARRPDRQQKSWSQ
PG9 Ab binder: binds the HIV-1 gp120 antibody PG9. TR-FRET gp120-PG9 antibody binding. inhibition, % at 6.7 µM. actives 0.43% (n = 360,000); in the data active = inhibition above about 8.5%
hgDAF-12 ag: activates the H. glycines DAF-12 receptor ligand-binding domain. HEK293 GAL4-hgDAF12 UAS-luciferase reporter, agonist luminescence; normalized to butyrate control. activation, % at 6.8 µM. actives 1.8% (n = 370,000);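 active = activation above a cutoff set at the mean of all screened compounds plus 3 SD, cut at about 10% in these data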;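 also: 0% = DMSO wells and 100% = sodium butyrate wells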
ssDAF-12 act: S. stercoralis DAF-12 activation, primary screen. HEK293 ssDAF-12/GRIP1 lit1-tk-luc reporter, luminescence; % of 3 µM dafachronic acid response. activation, % at 6.8 µM. actives 1% (n = 370,000). AID 652126;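 active = activation above the mean over all tested compounds plus 3 SD, cut at about 0.9% in these data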;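 also: 0% = DMSO-only wells and 100% = 3 µM delta7-dafachronic acid wells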
DAX1 inh-2: inhibitors of human orphan nuclear receptor DAX1 (NR0B1); P51843; HEK293 Gal4-DAX1 luciferase reporter, luminescence; inhibition, % at 6.75 µM; actives 0.99% (n = 340,000); AID 504766;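 active = inhibition above the mean over all tested compounds plus 3 SD, cut at about 4.2% in these data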;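 also: 0% = DAX1-transfected cells with DMSO and 100% = empty-vector control cells with DMSO; inhibition shows as a rise in luminescence from relieved DAX1 repression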
Target sequence (P51843 207-470 limits assumed): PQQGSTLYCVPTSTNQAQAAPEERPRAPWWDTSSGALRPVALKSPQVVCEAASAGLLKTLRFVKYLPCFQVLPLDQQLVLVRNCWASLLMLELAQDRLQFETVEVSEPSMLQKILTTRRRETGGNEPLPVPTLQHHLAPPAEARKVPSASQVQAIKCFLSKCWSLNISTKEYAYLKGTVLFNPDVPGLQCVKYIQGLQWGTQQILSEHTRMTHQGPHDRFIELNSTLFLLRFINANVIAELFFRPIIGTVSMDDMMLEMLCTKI
* = called active by the depositor; nt = not tested or not shown.

SMILES | GAA850 FXN act | NR1D1 modulator | SMARCA2 act | hcDAF12 agonist | DAX1 inh-1 | PLCb3 inh | HGIII-sPLA2 inh | PG9 Ab binder | hgDAF-12 ag | ssDAF-12 act | DAX1 inh-2
COc1ccc(NC(=S)N2CCc3ccccc3C2)cc1 | 0.0 | -4 | 0 | 0.1 | 0.2 | -1 | 8 | -2.1 | 1.3 | -1.6 | 1.0
O=C(NCc1cccnc1)C(=O)N/N=C/c1ccc([N+](=O)[O-])cc1 | 1.2 | -4 | -4 | -1.2 | -0.7 | 0 | 5 | 0.6 | -2.8 | -1.6 | 1.1
O=C(C1=NNC2C(=O)N(c3ccccc3)C(=O)C12)c1nc(Cl)ccc1Cl (centres undefined) | 0.7 | -4 | -2 | -2.5 | 0.2 | 1 | -17 | 0.2 | 0.4 | -1.1 | -0.9
CCn1c(=O)c(C(=O)NCc2ccccc2Cl)c(O)c2ccccc21 | -1.6 | 3 | -1 | 0.6 | 0.0 | -1 | 3 | 3.0 | -2.5 | -1.2 | 0.6
Cc1cccn2c(=O)c3cc(C(=O)N4CCCCC4)sc3nc12 | 3.6 | -2 | -1 | 4.9 | 0.8 | -180 | 2 | -0.6 | 6.5 | 1.5* | 1.6
O=C(Cc1ccccc1)N1CCC(c2nc(-c3ccc(F)cc3)no2)CC1 | -0.3 | -2 | -4 | -3.1 | -0.8 | -3 | -14 | -0.4 | 0.5 | -2.0 | -0.6
Cc1cccc(N=C2NC(=O)/C(=C/c3cccn3C)S2)c1C | 1.2 | 7 | -4 | 0.8 | -0.3 | -15 | -25 | -3.5 | -3.0 | -0.9 | 0.1
Cc1cccc(C)c1NC(=O)c1csc([C@H]2C[C@H](O)[C@@H](CO)O2)n1 | 0.6 | -5 | -6 | -1.1 | -1.8 | 0 | 7 | 2.5 | -2.2 | -1.0 | nt
Cc1ccc(NCCC(=O)c2ccccc2)cc1Cl | 3.6 | -4 | 1 | 2.6 | 0.3 | -3 | 1 | -1.4 | 0.7 | -0.3 | -1.0
O=C(NCCc1ccccn1)C1CCN(S(=O)(=O)c2ccc3ccccc3c2)CC1 | 2.2 | -2 | 1 | -0.3 | 0.3 | 1 | -6 | 0.0 | 0.3 | -1.1 | -0.2
Cc1ccc(NC(=O)CN(C)S(=O)(=O)c2cccc3nsnc23)cc1 | 0.3 | 4 | 0 | -1.4 | -0.1 | -2 | 7 | -1.0 | -0.1 | -1.2 | 0.1
CSc1ncccc1C(=O)OCC(=O)c1ccccc1 | 1.5 | -1 | -3 | -1.5 | 0.1 | 2 | -9 | -1.5 | 2.2 | -1.8 | -1.0
Cc1ccc(C(=O)OCc2cc(=O)n3c(C)csc3n2)s1 | 2.3 | -1 | 8.8* | 1.8 | 4.8* | -9 | 3 | 1.2 | 1.6 | -1.1 | -0.3
CCOC(=O)N1CCC(NS(=O)(=O)c2cc(Br)cnc2N)CC1 | -3.9 | 3 | 1 | -1.7 | 0.2 | -2 | -6 | -1.3 | -2.1 | -1.4 | 0.1
CCOc1ccc(CN(C)CC(O)COC(c2ccc(OC)cc2)c2ccc(OC)cc2)cc1 (centres undefined) | -0.5 | -3 | 4 | -2.2 | 0.0 | -3 | -18 | 1.1 | 0.5 | -0.8 | -1.2
O=[N+]([O-])c1cc(C(F)(F)F)cc([N+](=O)[O-])c1N1CCCNCC1 | 2.3 | 3 | 0 | -1.0 | 0.1 | 4 | 7 | 0.1 | -0.1 | -1.6 | 1.0
O=C(c1cccc(-c2ccc(O)cc2)c1)N1CCOCC1 | -0.6 | 0 | -4 | -0.8 | 0.3 | -10 | -2 | 2.8 | 0.3 | -0.8 | 1.0
Cc1cc(C)cc(N=C2NC(=O)/C(=C/c3cccs3)S2)c1 | 2.2 | 0 | 2 | -1.6 | -0.9 | -9 | -24 | 0.6 | -1.9 | -1.6 | 1.3
COc1ccc(Cl)cc1NC(=O)COC(=O)CCc1cc(OC)c(OC)c(OC)c1 | 0.4 | 4 | -3 | -1.8 | 0.2 | -7 | -1 | -0.1 | -2.9 | -1.6 | 0.2
Cc1ccc(S(=O)(=O)NCC(=O)N(c2ccccc2)C(C(=O)NCc2ccccc2)c2ccco2)cc1 (centres undefined) | -4.4 | 0 | -1 | -0.1 | -0.4 | 4 | -32 | 0.1 | -0.2 | 0.1 | -1.5
CSc1nc2sc(-c3ccccc3)cc2c(=O)n1N | 3.1 | 0 | 6 | 0.3 | 1.4 | 4 | 8 | -1.2 | 5.5 | -1.2 | 1.6
CCN(C(=S)NCc1ccccc1)c1ccccc1 | -3.2 | 2 | 2 | -0.6 | -0.7 | 1 | 3 | -1.4 | 0.1 | -0.4 | -0.7
O=C(Nc1nnc(-c2ccc(Cl)cc2)o1)c1cccc(N2C(=O)CCC2=O)c1 | 2.9 | -3 | -3 | -0.9 | -0.1 | -1 | 4 | -0.5 | -1.6 | -1.6 | -1.5
O=C(Nn1cc(C(=O)Nc2ccc(F)cc2F)c2ccccc2c1=O)c1cnccn1 | -1.7 | 0 | -3 | 1.4 | 0.1 | -6 | -10 | -1.8 | 3.9 | 0.0 | -1.1
Cc1ccc(NC(=O)C(C)SCc2nc3sc4c(c3c(=O)[nH]2)CCCC4)nc1 (centres undefined) | 0.5 | -1 | 6 | -0.2 | -1.7 | -46 | -4 | -1.1 | -0.4 | -0.7 | 1.1
Cc1cc(C(=O)Cn2nc(C(=O)O)c3ccccc3c2=O)c(C)n1-c1cccc(C(F)(F)F)c1 | 2.1 | 1 | 0 | -0.5 | -0.1 | -6 | -5 | -1.2 | 4.3 | -1.1 | 1.4
CCOc1c(Br)cc(CNc2ccc(N3CCOCC3)cc2)cc1OC | -1.2 | -6 | -6 | -2.6 | -1.3 | -66 | 11 | -3.6 | -2.9 | -1.0 | -0.3
CC(C)(C#N)NC(=O)c1ccco1 | 0.3 | 5 | -4 | 2.6 | 0.8 | -3 | 4 | 1.4 | 1.2 | -1.3 | 1.1
COc1ccc(C)cc1S(=O)(=O)N1CCC(C)CC1 | 1.2 | 11 | -1 | -0.3 | 0.9 | 1 | -2 | -1.3 | -0.8 | -1.6 | 0.3
CCOC(=O)N1CCN(C(=O)c2c(-c3ccccc3)noc2C)CC1 | -2.0 | -3 | 1 | 0.2 | 0.4 | 0 | 3 | -1.6 | 0.4 | -1.3 | 1.2

Rewritten with values under each structure: part of the list above
Order of results: GAA850 FXN act | NR1D1 modulator | SMARCA2 act | hcDAF12 agonist | DAX1 inh-1 | PLCb3 inh | HGIII-sPLA2 inh | PG9 Ab binder | hgDAF-12 ag | ssDAF-12 act | DAX1 inh-2
> O=C(NCCc1ccccn1)C1CCN(S(=O)(=O)c2ccc3ccccc3c2)CC1
→ 2.2 | -2 | 1 | -0.3 | 0.3 | 1 | -6 | 0.0 | 0.3 | -1.1 | -0.2
> Cc1ccc(NC(=O)CN(C)S(=O)(=O)c2cccc3nsnc23)cc1
→ 0.3 | 4 | 0 | -1.4 | -0.1 | -2 | 7 | -1.0 | -0.1 | -1.2 | 0.1
> CSc1ncccc1C(=O)OCC(=O)c1ccccc1
→ 1.5 | -1 | -3 | -1.5 | 0.1 | 2 | -9 | -1.5 | 2.2 | -1.8 | -1.0
> Cc1ccc(C(=O)OCc2cc(=O)n3c(C)csc3n2)s1
→ 2.3 | -1 | 8.8* | 1.8 | 4.8* | -9 | 3 | 1.2 | 1.6 | -1.1 | -0.3

Other records
SMILES | GAA850 FXN act | NR1D1 modulator | SMARCA2 act | hcDAF12 agonist | DAX1 inh-1 | PLCb3 inh | HGIII-sPLA2 inh | PG9 Ab binder | hgDAF-12 ag | ssDAF-12 act | DAX1 inh-2
CC1(C)CC(=O)C=C(Nc2ccc(Br)cc2F)C1 | 0.3 | 8 | -3 | -0.6 | -0.1 | -10 | -2 | 0.1 | -1.5 | -1.3 | -0.7
COc1ccccc1C(=O)COC(=O)CNS(=O)(=O)c1ccc(C)cc1 | 0.4 | -2 | -2 | 0.3 | 0.1 | -12 | -4 | -0.2 | -1.4 | -1.0 | -0.5
Cc1occc1-c1nnc(SCC(=O)Nc2ccc3c(c2)OCO3)n1CC1CCCO1 (centres undefined) | -2.5 | 1 | -2 | -1.6 | -1.1 | -1 | 0 | 1.7 | 0.7 | -1.2 | 1.8
Cc1cccc(CCN(CC(=O)NC(C)(C)C)C(=O)c2csnn2)c1 | 1.2 | 8 | 3 | 0.3 | 0.2 | 6 | 5 | -2.1 | -2.8 | -1.1 | 0.1
CCOc1cc(-c2noc(-c3cccnc3)n2)ccc1OC | 0.6 | 1 | -6 | -1.1 | 0.5 | -1 | 0 | -0.1 | 0.8 | -1.3 | 4.6*
CCC(=O)c1ccc(OCC(=O)OCC(=O)c2cc(C)n(C3CC3)c2C)cc1 | -0.2 | -1 | -1 | -1.4 | 0.5 | -3 | 0 | 0.5 | 3.2 | -0.7 | 1.0
O=c1c2ccccc2nc(-c2ccccc2)n1O | -1.5 | -5 | -2 | -0.8 | -0.5 | -12 | 13 | -1.6 | -1.6 | -1.1 | 0.1
COc1ccc2[nH]cc(CCNC(=O)Cc3ccc(Cl)cc3)c2c1 | -0.1 | 9 | 3 | -1.9 | 1.0 | -1 | -19 | -2.1 | -1.3 | -1.1 | 1.5
CC(=O)Nc1nc(SCCCc2ccccc2)n[nH]1 | 1.9 | -3 | -1 | -1.0 | 0.4 | -1 | 2 | 0.3 | -2.0 | -0.4 | 0.7
O=C(Nc1cc(C(F)(F)F)ccc1N1CCOCC1)c1ccc[n+]([O-])c1 | 1.3 | -5 | 3 | -0.3 | 0.3 | 6 | 2 | 0.5 | 1.3 | -0.6 | -0.9
CSc1ccc(NC(=O)N2CCC(C(=O)c3ccc(F)cc3)CC2)cc1 | -2.8 | 1 | -2 | -2.0 | -0.5 | -3 | -4 | 1.0 | -1.4 | -1.3 | -0.1
Cc1cc(NS(=O)(=O)c2ccc(NC(=O)/C=C/c3ccccc3Cl)cc2)no1 | 0.2 | -3 | 1 | -1.3 | 2.6 | -13 | -60 | -3.2 | -1.1 | -0.9 | 0.0
COCCNC(=O)C(c1ccc(C)o1)N(C(=O)C(=O)NC1CCCCC1)c1ccc(F)cc1 (centres undefined) | 5.5 | 4 | -1 | -0.4 | 0.1 | -2 | 4 | -0.1 | 0.8 | -0.4 | 1.6
CC(C)NC(=O)Cn1c(=O)cnc2ccccc21 | 1.8 | 1 | -1 | -2.1 | -0.4 | -18 | 5 | -2.0 | -2.9 | -1.6 | -0.3
Cn1c(CCNC(=O)OC(C)(C)C)n[nH]c1=S | 2.1 | 0 | 4 | 0.0 | 0.2 | 1 | 1 | -1.1 | 1.5 | -0.9 | 0.8
CCOc1ccc(Cc2nc(-c3nonc3N)no2)cc1OCC | 2.5 | -7 | -1 | -1.4 | -0.8 | -1 | -6 | -3.4 | -0.6 | -1.0 | -0.7
CC12CCC(=O)N1C(C(=O)Nc1nnc(SCc3ccccc3)s1)CS2 (centres undefined) | 2.2 | 2 | -2 | -1.5 | -0.6 | -9 | 3 | -2.2 | 0.5 | -1.1 | 0.3
O=C(NC1CCCCC1)c1noc2c1CCCCC2 | -3.9 | -2 | 4 | -0.8 | 0.8 | -1 | 3 | -0.2 | 1.8 | -1.2 | 1.8

Source: PubChem (several laboratories)
